ERK EGF block: blocks ERK signaling stimulated by EGF; Potency, µM (series often up to 11.5 µM), for inactives: at the highest dose activity change, negative = inhibition, actives largely listed as inhibitors; 130,000 compounds, 0.41% hits; HEK293-V1b, EGF-stimulated phospho-ERK AlphaScreen; active means well fitted inhibition curve with a large enough effect; inconclusive means small, poorly fitted or top-dose-only effect, or effect the other way;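 further: plate controls were stimulated vehicle wells for no effect and unstimulated vehicle basal for full effect; nearly all actives have a fitted effect of over 55% in size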
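After overnight plating in 1% FBS, HEK293-V1b cells received test compound for half an hour, then a 5 min pulse of EGF (25 nM); ERK phosphorylation in lysates was read by bead-based AlphaScreen.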
Starred values were filed as active, the others as inactive; ? = inconclusive; & = joins results of further samples; [ ] = dose if it differs, or a comment. Potency means the concentration at half of the fitted maximal effect. This is a subset; rates above refer to the full screens.

SMILES	ERK EGF block
Cc1cc(C)[n+](C2C3CC4CC(C3)CC2C4)o1 (stereo unspecified)	-2%
Clc1cccc(N2CCNCC2)c1Cl	-3%
Cc1nc(Cl)sc1C(=O)Nc1ccc2ccccc2c1	9%
CCC1(CC)C(=O)C=CNC1=O	-2%
O=C(Nc1nccs1)C(Cl)(Cl)Cl	-5%
CC(C)c1ccc(C2N3CCCN23)cc1 (stereo unspecified)	3%
CC(C)C[C@H]1C(=O)N2CCC[C@@H]2[C@@]2(O)O[C@](NC(=O)[C@@H]3C=C4c5cccc6[nH]cc(c56)C[C@@H]4N(C)C3)(C(C)C)C(=O)N12	2%[25.7 µM]
COC(=O)c1cccc(N=Cc2c(O)n(Cc3ccc(F)cc3)c(=O)[nH]c2=O)c1	13%[57.5 µM]
NC(N)=Nc1ccc2[nH]c3c(c2c1)C[C@]1(O)[C@@H]2Cc4ccc(O)c5c4[C@]1(CCN2CC1CC1)[C@@H]3O5	-10%
Cc1ccc(-n2c(O)c(/C=N/c3ncc(Br)cc3Br)c(=O)[nH]c2=O)cc1	-17%
CN1CCC2(O)OCCCC2C1 (stereo unspecified)	18%[57.5 µM]
C=CCN1C(=O)NC(=O)/C(=C/c2ccoc2)C1=O	5%
C[N+]1(C)CCOC(O)(c2ccc(-c3ccc(C4(O)C[N+](C)(C)CCO4)cc3)cc2)C1 (stereo unspecified)	2%
Cc1cc(Cl)ccc1OC(C)C(=O)O (stereo unspecified)	-10%[57.5 µM]
C=C(C=O)C[C@@H]1C[C@H](O)C2OC3C[C@]4(C)OC5/C=C\CC6OC7C(CC=CCC6OC5CCCC4OC3CC2O1)OC1CC2OC3CC(=O)OC3C[C@@H](C)C[C@@]2(C)OC1C[C@@H]7C (stereo partly specified)	4µM*
O=C1NC(=S)N(C2CC2)C(=O)/C1=C/c1ccc2c(c1)CCN2CCCCl	5%
Cc1ccnc(-n2c(C)cc(/C=C3\C(=O)NC(=S)N(C)C3=O)c2C)c1	-9%
CNC(=O)Oc1cccc2c1OC(C)(C)C2	17%
CN1C(=O)C(=Cc2ccc(Sc3ccccc3)o2)C(=O)N(C)C1=O	-13%
NNCc1cccc(O)c1	20%
CN(C)CC1CCCCC1OC(=O)c1ccc(Cl)c(Cl)c1 (stereo unspecified)	-12%
Cc1oc(-c2ccc(F)cc2F)nc1CN1C[C@@H]2C[C@@H](C1)c1cccc(=O)n1C2	-19%[57.5 µM]
CCCCCCn1c(=O)c(C(=O)Nc2c(C)n(C)n(-c3ccccc3)c2=O)c(O)c2ccccc21	-6%[57.5 µM]
COC(=O)C[C@]1(C(=O)OC)CN(C#N)N(c2ccc(Cl)cc2)C12c1ccccc1-c1ccccc12	1%
CCOC(=O)C1(CCCc2ccccc2)CCN(C2CCC2)CC1	0%
CCn1ccnc1CN1CCCC(C(=O)c2ccc(OC)cc2OC)C1 (stereo unspecified)	33%
COc1ccc(O)c2c(=O)c3c(OC)cc4c(c3oc12)C1C=COC1O4 (stereo unspecified)	-8%[57.5 µM]
CC(C)CCCC1(C)C=Cc2c(O)c3c(c(CCC(C)C)c2O1)OC12C(CC4CC1C(C)(C)OC2(CCC(C)C(=O)O)C4O)C3=O (stereo unspecified)	5%
Cc1ccc(C)c(NC(=S)NCCc2cnc[nH]2)c1	-3%[57.5 µM]
CCCCC/C=C\C/C=C\C/C=C\CCCCC(=O)NCCO	-1%
Cc1ccc(C)c(Cn2c(C(=O)O)c(C=O)c3ccccc32)c1	-15%
O=C(O)CSC(=S)N1CC2CC(C1)c1cccc(=O)n1C2 (stereo unspecified)	7%
c1ccc2c(c1)CSc1ccccc1C2C1=NCCN1 (stereo unspecified)	6%
O=C(Nc1ccccc1)N1CCC2(CC1)CCN(C(=O)Oc1ccccc1)CC2	4%
COC(C)C(O)(C(=O)OC1=CCN2CC[C@H](O)[C@H]12)C(C)C (stereo partly specified)	-4%
CNC(=O)OCC[N+](C)(C)C	25%
COc1cc2occc2c2oc(=O)ccc12	-9%&14%&-4%
C=C(C)[C@H]1Cc2c(ccc3c2O[C@@H]2COc4cc(OC)c(OC)cc4[C@@H]2C3=O)O1	-2%&-5%
Cn1cc2c([N+](=O)[O-])cc([N+](=O)[O-])cc2n1	0%
CC(=O)NN1C(=O)c2ccccc2NC1c1cccnc1 (stereo unspecified)	3%
Oc1ccc2[nH]cc(CCCCN3CC=C(c4ccccc4)CC3)c2c1	1%
COc1cccc(NP(=O)(Oc2ccccc2Cl)Oc2ccccc2Cl)c1	-3%
Cc1ccc(-c2nc3ccccc3c(=O)n2-c2ccc(O)cc2)cc1	1%
COC(=O)C(O)(c1ccc(NC(=O)Oc2ccccc2)cc1)C(F)(F)F (stereo unspecified)	-5%
Cc1c(N=Nc2c(O)[nH]c(=O)[nH]c2=O)c(=O)n(-c2ccccc2)n1C	-9%
NCC(O)c1ccc(O)cc1 (stereo unspecified)	-2%[57.5 µM]
C[C@]12CCC(=O)C=C1CCC1C2CC[C@@]2(C)C1CC[C@@]2(O)CC#N (stereo partly specified)	1%[57.5 µM]
CC1CC(O)[C@]2(O)[C@]13CC(=O)OC[C@@]2(C)[C@@](C)(O)C(=O)C3 (stereo partly specified)	32%

The list goes on, starting with the last 5 of the part before.
SMILES	ERK EGF block
COC(=O)C(O)(c1ccc(NC(=O)Oc2ccccc2)cc1)C(F)(F)F (stereo unspecified)	-5%
Cc1c(N=Nc2c(O)[nH]c(=O)[nH]c2=O)c(=O)n(-c2ccccc2)n1C	-9%
NCC(O)c1ccc(O)cc1 (stereo unspecified)	-2%[57.5 µM]
C[C@]12CCC(=O)C=C1CCC1C2CC[C@@]2(C)C1CC[C@@]2(O)CC#N (stereo partly specified)	1%[57.5 µM]
CC1CC(O)[C@]2(O)[C@]13CC(=O)OC[C@@]2(C)[C@@](C)(O)C(=O)C3 (stereo partly specified)	32%
Oc1ccc2c3c1O[C@H]1c4oc5ccccc5c4C[C@]4(O)[C@H](C2)N(CC2CC2)CC[C@@]314	2%
CCCC[N+]12CCC(CC1)C(Cc1ccccc1)C2 (stereo unspecified)	-5%[57.5 µM]
O=C(c1ccco1)N1CCC2(CC1)CN(Cc1ccncc1)C2	-4%
Fc1ccc(Cn2nnnc2C(c2ccc(Cl)cc2)N2CC=C(c3ccc(F)cc3)CC2)cc1 (stereo unspecified)	11%
COc1ccc(OC)c(N2C(=O)NC(=O)/C(=C\c3ccc([N+](=O)[O-])s3)C2=O)c1	-6%
Cc1ccc(CN2CCCC(C(=O)c3ccc4c(c3)OCO4)C2)cc1C (stereo unspecified)	-2%[57.5 µM]
O=C(O)CC1OCC=C2CN3CCC45C6=CC(=O)C(=O)C([N+](=O)[O-])=C6NC4C1C2CC35 (stereo unspecified)	14%[57.5 µM]
CCOC(=O)c1c(NS(=O)(=O)c2ccccc2)n(CCCOC)c2nc3ccccc3nc12	-3%
O=C(CNC(=O)c1cccc(Cl)c1)Nc1ccc(Br)cc1C(=O)c1ccccc1	3%
COc1ccccc1OCC#CCN1CCCC1	-5%
O=C(NC1(C(F)(F)F)Oc2ccccc2O1)N1CCC2(CC1)OCCO2	0%
O=C1NC(=S)N(c2ccccc2F)C(=O)/C1=C\c1cccs1	3%

Four structures out of the list, ordered by count of non-hydrogen atoms, rising.
SMILES	ERK EGF block
O=C1NC(=S)N(c2ccccc2F)C(=O)/C1=C\c1cccs1	3%
Cc1ccc(CN2CCCC(C(=O)c3ccc4c(c3)OCO4)C2)cc1C (stereo unspecified)	-2%[57.5 µM]
COc1ccc(OC)c(N2C(=O)NC(=O)/C(=C\c3ccc([N+](=O)[O-])s3)C2=O)c1	-6%
O=C(O)CC1OCC=C2CN3CCC45C6=CC(=O)C(=O)C([N+](=O)[O-])=C6NC4C1C2CC35 (stereo unspecified)	14%[57.5 µM]

Other compounds:
SMILES	ERK EGF block
CCCCn1c(=O)c(C(=O)Nc2ccccc2)c(O)c2ccccc21	6%
CC(C)(C)NC[C@H](O)c1cc(Cl)c(N)c(Cl)c1	-9%[25.7 µM]
O=C1NC(=O)C(CCc2ccncc2)(CCc2ccncc2)C(=O)N1Cc1ccc(F)cc1	-3%
CC1(C)CSC(=NCc2ccccc2)N1	-10%
Cc1[nH]c2ccccc2c1CCCNC1CCCCC1	5%
COc1cc(CNCCc2ccc3c(c2)OCO3)cc(OC)c1OC	-5%
C/C(=C\C=C/[C@@H](C)C(=O)O)[C@H]1CN[C@H](C(=O)O)[C@@H]1CC(=O)O	-6%
CCCOP(=O)(OCCC)C(NC(=O)c1cc(OC)c(OC)c(OC)c1)c1ccccc1 (stereo unspecified)	-1%
CCN(CC)c1ccc(/C=C2/C(=O)NC(=O)N(Cc3ccco3)C2=O)cc1	-5%
O=C(Cn1ccc2ccccc2c1=O)NCC(=O)N1CCC2(CC1)OCCO2	0%
COc1cc2c(cc1O)C(CCc1ccc(Cl)cc1)N(C)CC2 (stereo unspecified)	?
O=C1NC(=O)C(=C/C=C/c2coc3ccc(Br)cc3c2=O)C(=O)N1	11%[57.5 µM]
CC(C)(C#CCCCCC#CC(C)(C)[N+](C)(C)C)[N+](C)(C)C	3%[57.5 µM]
O=c1c2ccccc2nc(CNc2ccccc2)n1-c1ccccc1	7%[57.5 µM]
CNC(=O)O/N=C(\N)Cc1csc2ccc(Cl)cc12	3%[57.5 µM]
O=C(NCCCN1CCOCC1)C(Cl)(Cl)Cl	-6%
Cc1[nH]c2ccc(O)cc2c1CCN	6%&21%
CC(=O)Oc1c2c(c(CC=C(C)C)c3c1C(=O)C1=CC4CC5C(C)(C)OC(C/C=C(\C)C(=O)O)(C4=O)[C@]15O3)OC(C)(CCC=C(C)C)C=C2 (stereo partly specified)	13µM*
CNCCc1c[nH]c2ccc(O)cc12	5%&-8%
C=C1C2C[C@H](O)C(C)(C)[C@@]2(O)[C@H](O)C[C@]23C[C@@](C)(O)[C@H](CC[C@H]12)[C@H]3OC(C)=O (stereo partly specified)	-42%
C[N+]1(CC(COCc2ccccc2)OC(=O)Cc2ccccc2)CCOCC1 (stereo unspecified)	-6%
Cc1ccc(-n2c(O)c(/C=N/NC(=O)c3ccncc3)c(=O)[nH]c2=O)cc1C	6%
Oc1ccc2c3c1OC1C(O)CC[C@]4(O)C(C2)N(CC2CCC2)CC[C@]314 (stereo partly specified)	8%
O=C1NC(=O)N(CCc2ccc(F)cc2)C(=O)/C1=C/c1ccco1	3%
CCOP(=O)(OCC)C(NS(=O)(=O)c1ccccc1)C(Cl)(Cl)Cl (stereo unspecified)	-1%
Fc1ccc(C(OCCN2CCN(C/C=C\c3ccccc3)CC2)c2ccc(F)cc2)cc1	0%
S=c1[nH]c2ccccc2[nH]1	-9%
Cc1cc2ccccc2c(=O)n1CC(=O)NCC(=O)N1CCC2(CC1)OCCO2	3%
CCOc1ccc(NC(=O)c2ccc(NC(=O)COC(=O)Cc3ccccc3)cc2)cc1	0%
CCCN(CCC)[C@@H]1CCc2ccc(O)cc2C1	7%&2%
Nc1c(C(=O)NCc2ccco2)c2nc3ccccc3nc2n1Cc1ccccc1	-5%
CCn1cc(C(=O)N2CCOCC2)c2ccccc21	-3%
CN(C)CCCN=Cc1c(O)n(Cc2ccco2)c(=O)[nH]c1=O	4%[57.5 µM]
Nc1ccncc1Cl	-4%
C#CCOS(=O)OC1CCCCC1Oc1ccc(C(C)(C)C)cc1 (stereo unspecified)	24%
COc1ccc2nc3oc(C(=O)N4CCC5(CC4)OCCO5)cc3cc2c1	-3%
C[C@H]1CN(C2CCC(C#N)(c3ccc(F)cc3)CC2)CC[C@@]1(C(=O)O)c1ccccc1 (stereo partly specified)	-9%[25.7 µM]
O=C1CC(=O)N(Cc2ccccc2)C(=O)N1CCCCCCN1C(=O)CC(=O)N(Cc2ccccc2)C1=O	-2%[57.5 µM]
COc1ccc(C2=CC(c3ccc(OC)c(OC)c3)c3c(c4ccccc4oc3=O)O2)cc1OC (stereo unspecified)	-15%[57.5 µM]
CN(C)C(=O)Oc1ccc(Br)c2ccccc12	-2%
c1cncc(CNC2CCCC2)c1	-7%
O=C(Oc1ccccc1)N1CCC2(CCN(Cc3nccs3)CC2)CC1	-7%
COc1ccc(C(Nc2ccccc2)P(=O)(Oc2ccccc2)Oc2ccccc2)cc1 (stereo unspecified)	9%
COc1ccc2c(c1OC)C(=O)O[C@H]2[C@H]1c2cc3c(cc2CCN1C)OCO3	-6%[25.7 µM]
CC(CO)NC(=O)C1C=C2c3cccc4[nH]cc(c34)C[C@H]2N(C)C1 (stereo partly specified)	-13%
CN1C(=O)C(=Cc2ccccc2OCc2ccc(Cl)cc2)C(=O)N(C)C1=O	1%
CCn1c(NN=O)nc2ccccc21	-12%
Cn1cc(C(=O)C(=O)N[C@H]2CN3CCC2CC3)c2ccccc21	-13%
COC(=O)[C@]1(C)CC[C@@]2(C)CC[C@@]3(C)C4=CC=C5C(=CC(=O)C(O)=C5C)[C@@]4(C)CC[C@@]3(C)C2C1 (stereo partly specified)	14µM*
COc1ccc(-c2nn(CCC#N)cc2C(=O)Nc2ccccc2Br)cc1[N+](=O)[O-]	3%[57.5 µM]
CCCCC/C=C\C/C=C\C/C=C\C/C=C\CCCC(=O)NC(C)C(=O)O (stereo unspecified)	-10%
C[C@H]1CC[C@@H]2[C@@H](C)[C@H]3[C@H](C[C@H]4[C@@H]5CC=C6C[C@@H](O[C@@H]7O[C@H](CO)[C@H](O)[C@H](O[C@@H]8O[C@H](CO)[C@@H](O)[C@H](O)[C@H]8O)[C@H]7O[C@@H]7O[C@@H](C)[C@H](O)[C@@H](O)[C@H]7O)CC[C@]6(C)[C@H]5CC[C@]34C)N2C1	0%
Nc1ccc(C2(c3ccc(N)cc3)CCCCC2)cc1	-1%
CC(=O)OC1C[C@@]2(C)C(c3ccoc3)C[C@H]3O[C@@]32[C@@]2(C)C(=O)C(O)=C3C(C)(C)C(=O)C=C[C@]3(C)C12 (stereo partly specified)	19%
COc1ccc(OC)c(NP(=O)(Oc2ccc(Cl)cc2)Oc2ccc(Cl)cc2)c1	4%
C[C@@]12CC[C@H](O)C[C@@H]1CC[C@H]1[C@@H]2C[C@@H](O)[C@]2(C)[C@@H](C3=CC(=O)OC3)CC[C@]12O	-4%[25.7 µM]
COC(=O)CN1C(=O)CN=C(c2ccccc2Cl)c2cc(Br)ccc21	-12%[57.5 µM]

High-throughput results (PubChem BioAssay)
